# Rab9 prom act: activates the Rab9 promoter. 320,000 compounds, 2.8% hits. Potency, µM (titrated, usually from 9.22 µM), for inactives: top-dose activation, negative = inhibition, actives largely listed as activators. AID 485297. Huh7 Rab9 promoter-luciferase reporter, luminescence, 24 h; further: potency means the concentration at half of the fitted maximal effect; % of control where 0% means no effect; nearly all actives have a fitted effect of over 60% in size
#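 Using Huh7 cells stably transfected with Rab9 promoter–luciferase, compounds were incubated 24 h at 37 °C, 5% CO2; luciferase luminescence was read 10 min after reagent addition.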
# VP16 counter: counter-screen for ROR gamma inhibitors: Gal4-VP16 reporter; Potency, µM (top dose mostly 53.6 µM), for the others: top-dose activity, negative = inhibition, actives largely listed as inhibitors; Drosophila S2 Gal4-VP16 UAS-luciferase, luminescence, 20 h; AID 2546; 310,000 compounds, 3.5% hits;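 further: Gal4-VP16 expression switched on by copper sulfate through the metallothionein promoter; potency means the concentration at half of the fitted maximal effect; on the % scale 0 is the no-effect control and ±100 the full control effect; nearly all actives have a fitted effect of over 50% in size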
# KCNH2 3.1 block: KCNH2 3.1 (human) potassium channel inhibition; U2OS KCNH2 3.1, thallium flux FluxOr; hits give low values; activity change, % (tested at about 1.8 µM); 340,000 compounds, 0.95% hits; AID 720553;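 active means maximum activity change below -70%; inconclusive means maximum activity change from -70% to -50%; inactive means maximum activity change above -50%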;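 further: thallium influx rate constant from kinetic fluorescence after stimulation buffer; on the % scale 0 is the no-effect control and ±100 the full control effect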
#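 Normalized rate constant (relative to positive and negative DMSO controls) derived from a 2 min kinetic fluorescence read after stimulation; U2OS cells expressing the 3.1 isoform via virus at 1.77 x 10^8 /mL.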
# FLuc modulator: inhibits or activates purified firefly luciferase, miR-21 counter-screen; Potency, µM (series often up to 57.5 µM), without a hit: top-dose activity change, negative = inhibition, hits mostly inhibitors; AID 588342; purified FLuc, Km substrates, luminescence inhibition; 360,000 compounds, 6.9% hits; P08659;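 further: potency means the concentration at half of the fitted maximal effect; plate controls were vehicle for no effect and reference inhibitor for full effect; nearly all actives have a fitted effect of over 55% in size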
# Target sequence (P08659 whole entry, looked up): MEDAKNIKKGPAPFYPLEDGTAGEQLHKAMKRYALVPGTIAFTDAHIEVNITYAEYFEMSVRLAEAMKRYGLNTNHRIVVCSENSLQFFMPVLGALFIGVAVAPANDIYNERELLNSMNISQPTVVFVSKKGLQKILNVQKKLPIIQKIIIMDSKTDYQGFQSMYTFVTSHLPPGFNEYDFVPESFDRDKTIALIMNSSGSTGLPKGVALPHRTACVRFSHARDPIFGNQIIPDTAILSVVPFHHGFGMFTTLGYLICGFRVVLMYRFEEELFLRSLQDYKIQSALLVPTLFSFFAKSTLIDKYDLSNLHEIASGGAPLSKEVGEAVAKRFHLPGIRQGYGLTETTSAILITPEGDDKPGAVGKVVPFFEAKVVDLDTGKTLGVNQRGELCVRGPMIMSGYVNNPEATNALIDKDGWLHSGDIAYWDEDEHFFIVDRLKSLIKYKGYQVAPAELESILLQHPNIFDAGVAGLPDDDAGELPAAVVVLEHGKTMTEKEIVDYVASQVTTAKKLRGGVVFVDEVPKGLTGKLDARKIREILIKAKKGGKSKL
#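 Purified P. pyralis luciferase (10nM final) with 10uM D-luciferin and 10uM ATP (Km levels) in 50mM Tris acetate pH 7.5, 10mM Mg acetate, 0.01% Tween-20, 0.05% BSA; qHTS 6-point titration, ~60 µM downward; luminescence read.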
# ELG1 genotox: genotoxicity induction in ELG1-luciferase HEK293T cells. 330,000 compounds, 1.3% hits. Potency, µM (titrated, usually from 46 µM), without a hit: at the top dose activity change, positive = activation, most hits filed as activators. HEK293T ELG1-luciferase reporter, luminescence, 16 h; further: potency means the concentration at half of the fitted maximal effect; % of control where 0% means no effect; nearly all actives have a fitted effect of over 60% in size
#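 HEK293T cells expressing luciferase-tagged ELG1 were treated with compound or DMSO for 16 hr at 37°C. Luciferase activity was then read after 30 min with ONE-Glo at room temperature; rising signal flags genetic stress.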
# uPA generation: inhibitors of cell surface uPA generation. cell surface uPA generation assay, qHTS. Potency, µM (top dose mostly 38.3 µM), inactives show top-dose activity change, negative = inhibition, actives largely listed as inhibitors. 330,000 compounds, 0.31% hits; active means well fitted inhibition curve with a large enough effect; inconclusive means small, poorly fitted or top-dose-only effect; inactive means no such curve, though single readings can be large or run the other way; tested in mouse RAW 264.7 cells; further: potency means the concentration at half of the fitted maximal effect; on the % scale 0 is the no-effect control and ±100 the full control effect; nearly all actives have a fitted effect of over 55% in size
# Giardia kill: Giardia lamblia killing | Giardia lamblia trophozoite viability | activity change, % at 7.66 µM, hits read low | AID 540267 | 340,000 compounds, 0.15% hits; in the data active means activity change below about -80%; inconclusive means between about -30% and that limit;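 further: parasites exposed to compound for two days anaerobically before the ATP read; on the % scale 0 is the no-effect control and ±100 the full control effect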
#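 Luminescence from cellular ATP indicates surviving trophozoites (100 cells/well) following 48 hrs anaerobic compound treatment at 37 deg C; signal develops 15-30 min at room temperature.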
# RORgamma inh: inhibitors of mouse ROR gamma transcriptional activity. Drosophila S2 Gal4-RORgamma UAS-luciferase reporter, 20 h. AID 2551. 310,000 compounds, 5.4% hits. Potency, µM (doses to about 53.6 µM), without a hit: at the top dose activity change, negative = inhibition, hits mostly inhibitors. P51450; further: potency means the concentration at half of the fitted maximal effect; on the % scale 0 is the no-effect control and ±100 the full control effect; nearly all actives have a fitted effect of over 60% in size
# Target sequence (P51450 whole entry, looked up, the tested form may be a part): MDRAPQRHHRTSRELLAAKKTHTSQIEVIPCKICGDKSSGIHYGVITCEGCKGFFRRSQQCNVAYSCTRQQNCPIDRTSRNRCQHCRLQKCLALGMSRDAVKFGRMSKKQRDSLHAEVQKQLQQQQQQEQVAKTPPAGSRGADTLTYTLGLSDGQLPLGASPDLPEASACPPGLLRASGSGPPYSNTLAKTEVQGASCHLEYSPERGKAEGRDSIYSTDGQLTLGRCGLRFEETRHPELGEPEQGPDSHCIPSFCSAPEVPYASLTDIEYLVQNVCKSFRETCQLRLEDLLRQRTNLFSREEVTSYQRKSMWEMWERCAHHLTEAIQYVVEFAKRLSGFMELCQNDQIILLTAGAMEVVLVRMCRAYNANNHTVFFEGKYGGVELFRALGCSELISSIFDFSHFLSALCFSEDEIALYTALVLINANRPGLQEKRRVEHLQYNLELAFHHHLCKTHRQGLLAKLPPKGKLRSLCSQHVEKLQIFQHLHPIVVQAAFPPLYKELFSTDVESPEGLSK
#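 Drosophila S2 cells stably expressing Gal4-DBD/mouse RORγ fusion under metallothionein promoter plus UAS-luciferase; compound 1 h, then 700 uM CuSO4 induction for 20 h at ambient temperature; inhibition read as reduced luminescence.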
# Tb PFK block: inhibitors of T. brucei phosphofructokinase | O15648 | T. brucei PFK, ADP-Glo luminescence | Potency, µM (top dose mostly 57.5 µM), for inactives: at the top dose activity, negative = inhibition, most hits filed as inhibitors | 330,000 compounds, 0.17% hits;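 further: potency means the concentration at half of the fitted maximal effect; 0% = uninhibited 1x PFK enzyme wells and -100% = no-enzyme wells; nearly all actives have a fitted effect of over 60% in size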
#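 1.25 nM PFK with 0.5 mM F6P and 0.1 mM ATP in 0.1 M TEA pH 8.0, 5 mM MgCl2, incubated 45 min at room temperature; ADP measured by ADP-Glo luminescence; compounds titrated up to 57 uM.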
# FBPA coupling cs: counter-screen for Giardia aldolase inhibitors: coupling enzyme system; coupling enzyme system counterscreen, AmpLite Red fluorescence; activity change, negative = inhibition, % at 58.2 µM, hits read low; 290,000 compounds, 0.67% hits; in the data active means activity change below about -30%; further: on the % scale 0 is the no-effect control and ±100 the full control effect
#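 Counterscreen lacking aldolase: glyceraldehyde-3-phosphate coupling-enzyme reagent preincubated 10 min at RT with compound (at 57.5 uM final), then substrate/coupling system with AmpLite Red added; fluorescence read at 525/598 nm after 20 min RT.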
# NPC1 promoter act: activates the NPC1 promoter; Huh7 NPC1 promoter luciferase reporter, 24 h; Potency, µM (titrated, usually from 9.22 µM), inactives show at the top dose activation, most hits filed as activators; 320,000 compounds, 2.4% hits; AID 485313;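 further: potency means the concentration at half of the fitted maximal effect; % of control where 0% means no effect; nearly all actives have a fitted effect of over 60% in size; reporter is driven by a mutant NPC1 promoter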
#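 Compounds in DMSO were transferred onto Huh7 NPC1-luciferase reporter cells pre-incubated 2 h; after 24 h at 37 °C, Amplite reagent was dispensed and luminescence recorded 10 min later.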
# Active calls of the source: *; ? = inconclusive; nt = not tested or not shown; [ ] = dose if it differs, or a comment. Unless noted, the call rests on the fitted dose curve; in most records, active means well fitted curve in the direction sought with a large enough effect; inconclusive means small, poorly fitted or top-dose-only effect, or another doubt; inactive means no such curve, though single readings can be large; an effect the other way counts as inactive or inconclusive.
entry	SMILES	RORgamma inh	Giardia kill	Tb PFK block	ELG1 genotox	FLuc modulator	NPC1 promoter act	KCNH2 3.1 block	VP16 counter	FBPA coupling cs	Rab9 prom act	uPA generation
1	CCN1CCN(Cc2nc3c(c(=O)n(C)c(=O)n3C)n2Cc2ccccc2Cl)CC1	-0.1%	nt	1.7%	-1.2%	-0.3%	-1.3%	nt	-16.5%	-1.7	-4.2%	nt
2	CCOC(=O)N1CCC(NC(=O)CCS(=O)(=O)c2ccc3c(c2)CCN3C(=O)CC)CC1	?	17.8	0.2%	-4.0%	2.1%	-3.0%	0.9	-1.4%	4.0	-0.4%	-2.5%
3	O=C(COc1ncnc2sccc12)Nc1ccc(F)cc1F	-16.6%	2.9	-2.4%	1.8%	2.4%	-0.4%	0.0	3.0%	3.0	1.2%	10.9%
4	Fc1ccc(N2CCN(c3ncnc4nc[nH]c34)CC2)cc1	4.4%	0.9	-1.5%	?	-9.8%	14.9%	-17.6	12.7%	-0.5	12.3%	-3.0%
5	CC1=NN(c2ccc(Cl)c(C(=O)O)c2)C(=O)/C1=C/c1ccc(-c2ccccc2[N+](=O)[O-])o1	?	7.1	-20.8%	2.9%	4.78µM*	2.2%	2.5	-14.5%	1.2	?	3.6%
6	CCc1nc2ccccc2n1CC(=O)N(C(C)CC)C1CCS(=O)(=O)C1 (centres undefined)	-22.4%	-7.4	-8.5%	1.2%	-1.7%	3.3%	-11.1	-10.6%	-4.2	-2.9%	0.0%
7	Cc1nc2ccccc2c(=O)n1CCc1ccccc1	29.7%	-9.4	4.9%	-0.4%	?	0.8%	11.0	-0.5%	1.0	11.8%	-7.2%
8	CC(CCc1ccccc1)NS(=O)(=O)c1ccccc1F (centres undefined)	-8.5%	6.0	5.1%	-11.5%	-1.1%	1.7%	8.1	-2.1%	2.6	-0.5%	-0.3%
9	Cc1sc(NC(=O)c2ccc(OCC(C)C)cc2)c(C(N)=O)c1-c1ccc(Cl)cc1Cl	9.6%	-0.5	1.5%	-6.3%	0.0%	-13.3%	10.0	6.2%	1.7	-10.0%	0.9%
10	Cc1ccc(C(=O)N2CCCC(C(F)(F)F)C2)cc1S(=O)(=O)N1CCCCC1 (centres undefined)	nt	5.8	-5.5%	?	4.7%	0.2%	1.9	nt	nt	-1.7%	2.7%
11	CCOC(=O)C1CCCN(C(=O)c2cc(S(=O)(=O)N3CCCCC3)ccc2C)C1 (centres undefined)	?	-3.7	-20.3%	-5.5%	-0.2%	5.2%	-20.4	-1.9%	12.3	-15.0%	0.4%
12	Oc1ccc(/C=N/n2c(-c3ccccc3)n[nH]c2=S)cc1	?	-12.0	-3.6%	2.1%	-8.0%	2.3%	20.8	-8.7%	2.6	2.8%	-3.3%
13	O=C(Cn1ccc([N+](=O)[O-])n1)Nc1nc2ccccc2s1	-14.8%	-3.6	-4.7%	3.7%	?	8.9%	-5.6	29.3%	3.9	3.1%	-0.6%
14	CCN(CC)S(=O)(=O)c1ccc(OC)c(NC(=S)Nc2ccc(C)c(C)c2)c1	?	-9.6	-0.2%	0.0%	-15.2%	-0.8%	1.9	?	0.2	-2.9%	-1.2%
15	Cc1ccc(S(=O)(=O)NC(=O)c2cccn2C)cc1	22.2%	35.9[activator]	-6.0%	6.5%	-6.7%	1.0%	7.3	-1.8%	0.4	10.9%	nt
16	COCC(=O)Nc1nc2ccc(C)cc2s1	?	-9.6	-0.3%	2.06µM*	9.53µM*	2.51µM*	-7.7	?	0.0	1.12µM*	-3.9%
17	Cc1cc2cc(CCNC(=O)CCCc3ccccc3)c(=O)[nH]c2cc1C	5.2%	-7.3	-1.8%	-1.0%[9.26 µM]	-0.4%	-1.1%	-10.7	0.3%	1.3	-4.5%	0.1%
18	CCn1c(O)c(N=NC(=O)C(O)c2ccccc2)c2ccccc21 (centres undefined)	-23.5%	10.9	-4.2%	3.7%	6.1%	1.2%	9.1	-11.0%	-2.3	-1.7%	-4.7%
19	Cc1ccc(N2CCN(CC(O)COc3ccccc3)CC2)cc1 (centres undefined)	-5.3%	5.7	0.4%	2.9%	0.6%	-2.3%	-7.9	-4.5%	2.6	-0.4%	7.4%
20	CCOC(=O)c1c(NCC(C)C)c2ccccc2[nH]c1=O	?	-11.2	-0.5%	-15.8%	-1.6%	3.8%	-2.8	?	0.0	-1.9%	3.1%
21	CC(=O)c1ccc(S(=O)(=O)N2CCN(CC#N)CC2)cc1	30.1%	-6.7	-0.1%	-1.0%	1.9%	-0.4%	3.8	14.1%	2.4	-4.7%	0.8%
22	O=C(COC(=O)c1ccncc1)Nc1cc(Cl)ccc1Cl	-9.6%	-5.3	-3.9%	2.3%	0.8%	-4.3%	-3.2	7.3%	0.1	1.9%	nt
23	Cc1ccc(O)c(CNc2cccc3cccnc23)c1	-2.6%	21.8	-0.9%	-0.4%	-17.8%	12.8%	0.0	-6.0%	-19.1	-0.9%	-11.1%
24	C[N+]12CCCCC1C(COC(=O)c1ccc3c(c1)OCO3)CCC2 (centres undefined)	-0.7%	-11.0	4.5%	-1.1%	6.4%	-3.8%	-3.2	3.4%	4.4	-1.2%	-5.4%
25	CN(C)CCNC(=O)c1csc(Nc2cccc3ccccc23)n1	-14.8%[1.91 µM]	32.2[activator]	0.2%	-8.6%	-2.2%	3.5%	-35.3	?	0.0	7.2%	-4.2%
26	CCN(CC(=O)Nc1ccc(NC(C)=O)cc1)C(=O)COc1ccc(C(=O)c2ccccc2)cc1	32.2%	9.8	-10.2%	-2.5%	?	-2.9%	-1.9	-3.0%	3.9	-3.4%	-6.5%
27	COc1cc2c(cc1OC)C(c1cccc([N+](=O)[O-])c1)N(C(=O)c1ccccc1C(=O)O)CC2 (centres undefined)	-2.3%	24.5	1.0%	2.0%	-0.2%	0.4%	2.8	-1.6%	-2.3	2.7%	-1.7%
28	S=C(NCc1ccco1)Nc1ccc(N2CCOCC2)cc1	-12.5%	-5.1	-0.2%	5.7%	-5.4%	1.4%	6.1	-3.0%	-3.7	-0.3%	-1.9%
29	Cc1ccc(C(=O)NC2CCC(C)CC2)o1 (centres undefined)	nt	6.2	-1.0%	10.1%	?	11.6%	1.0	nt	nt	29.4%	-3.4%
30	Cc1ccc2nc(N3C(=O)C(O)=C(C(=O)c4ccco4)C3c3ccc(O)cc3)sc2c1 (centres undefined)	1.9%	nt	-6.8%	23.8%	?	1.3%	nt	1.0%	3.1	2.9%	nt
31	Cn1ncn2c(=O)c3c(nc12)-c1ccccc1CC31CCCC1	23.9%	15.4	2.8%	-1.4%	0.6%	-2.0%	-11.3	-0.5%	4.2	-1.7%	-5.2%
32	COc1nc(C)ccc1-c1noc(-c2ccccn2)n1	7.8%	5.3	-14.0%	1.16µM*	6.01µM*	1.26µM*	-7.0	6.0%	1.6	0.562µM*	nt
33	O=C(O)CCN1C(=O)/C(=C\c2cccc(OCc3ccccc3)c2)SC1=S	-1.1%	-21.4	6.8%	7.3%	?	0.1%	-0.6	2.9%	12.8	-0.4%	-3.4%
34	CCC(C)c1ccc(NC(=S)NCc2ccccc2OC)cc1 (centres undefined)	2.24µM*	-10.6	-11.4%	-7.6%	-2.5%	-0.9%	15.4	8.91µM*	0.8	-15.0%	nt
35	COc1cccc(/C=C2/Sc3ccc(C(=O)NCCN4CCCC4)cc3NC2=O)c1	-36.3%	3.4	3.4%	1.9%[9.26 µM]	?	-3.7%	-20.8	?	-0.4	-2.0%	5.6%
36	CCCC(O)(c1ccc(OC)cc1)C(CN(C)C)c1ccccc1 (centres undefined)	0.9%	4.4	-1.2%	1.1%	2.4%	2.9%	11.8	3.1%	5.7	15.3%	nt
37	O=C([C@@H]1CCCN1C(=O)c1cccs1)N1CCN(S(=O)(=O)c2cccc(F)c2)CC1	nt	36.1[activator]	6.3%	0.5%	-1.3%	-0.1%	30.7	nt	nt	-0.8%	-14.7%
38	CCS(=O)(=O)C1=NN2C(=N)/C(=C\c3ccc(OC(=O)c4ccco4)c(Br)c3)C(=O)N=C2S1	-3.0%	nt	0.5%	2.4%[9.26 µM]	15.1µM*	-3.8%	nt	-7.7%	7.9	-2.4%	nt
39	CC1(C)N=C(N)N=C(N)N1c1ccc(OCCCOc2ccccc2)c(Cl)c1	30.7%	13.7	-4.3%	-8.1%	-2.0%	-26.6%	-3.1	-11.1%	-2.7	-35.3%[inhibitor]	?
